# Source: PubChem BioAssay (Sanford-Burnham Center for Chemical Genomics)
# DUSP3 inh: VHR1 phosphatase inhibitors, primary screen, biochemical, colorimetric, HTS. inhibition, % at 20 µM. actives 0.7% (n = 50,000). recombinant VHR phosphatase, colorimetric substrate read-out. Dual specificity protein phosphatase 3 (Homo sapiens), P51452. AID 1992, 2009; in the data active = inhibition above about 60%; note: some results filed as inactive read as strong as hits
# Target sequence (P51452 whole entry, looked up): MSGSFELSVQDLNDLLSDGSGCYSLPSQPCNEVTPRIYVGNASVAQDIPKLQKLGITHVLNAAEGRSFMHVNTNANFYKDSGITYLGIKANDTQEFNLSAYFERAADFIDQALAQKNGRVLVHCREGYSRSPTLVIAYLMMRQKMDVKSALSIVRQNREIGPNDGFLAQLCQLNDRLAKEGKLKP
# An asterisk follows results filed as active. Only part of the results is shown. The share of hits here may be higher or lower than overall.
# Start of the data: the first 16 records (preview)
SMILES,DUSP3 inh
COc1ccc(C2CC(=O)NC(SCC(=O)Nc3ccc(Br)cc3)=C2C#N)cc1OCc1ccccc1 (stereo not drawn),-32
O=C1N=C(N2CCOCC2)S/C1=C/c1cccs1,-10
Cc1n[nH]c(C)c1CCC(=O)N/N=C/c1ccc(Cl)cc1Cl,7
Cc1cc(C)c(C(=O)/C(=C/c2cccc(Br)c2)c2ccccc2)c(=O)[nH]1,16
Oc1ccc(O)c(-c2csc(NN=C(c3ccccc3)c3ccccc3)n2)c1,-16
COc1cccc(NC(=O)C(=O)N/N=C/c2cc(OC)ccc2OC)c1,-8
O=C(O)C1C2CC/C=C\CC/C=C/CCC21 (stereo not drawn),18
Cc1c(C(=O)OC(C)C)sc(NC(=O)c2ccc([N+](=O)[O-])cc2Cl)c1C(=O)OC(C)C,-6
O=C(O)c1ccc(-c2nnc(-c3cccc(Br)c3)o2)cc1,16
Cc1noc(NS(=O)(=O)c2ccc(NC(=O)CCCOc3ccccc3)cc2)c1C,52
Cc1n[nH]c(=S)n(/N=C/c2ccco2)c1=O,-13
CCOCCOC(=O)c1ccc(NC(=O)c2ccco2)cc1,21
CC(C)CC(NC(N)=O)c1ccccc1 (stereo not drawn),-31
O=C1C=C(NCc2ccco2)C2(CCCCC2)O1,-3
CC1(C)CC(=O)C(/C=N/C(N)=O)=C(O)C1,-10
Cc1cccc2c(N=NC(=O)COc3cccc(Br)c3)c(O)n(C)c12,5

# Main list, from the first entry:
SMILES,DUSP3 inh
COc1ccc(C2CC(=O)NC(SCC(=O)Nc3ccc(Br)cc3)=C2C#N)cc1OCc1ccccc1 (stereo not drawn),-32
O=C1N=C(N2CCOCC2)S/C1=C/c1cccs1,-10
Cc1n[nH]c(C)c1CCC(=O)N/N=C/c1ccc(Cl)cc1Cl,7
Cc1cc(C)c(C(=O)/C(=C/c2cccc(Br)c2)c2ccccc2)c(=O)[nH]1,16
Oc1ccc(O)c(-c2csc(NN=C(c3ccccc3)c3ccccc3)n2)c1,-16
COc1cccc(NC(=O)C(=O)N/N=C/c2cc(OC)ccc2OC)c1,-8
O=C(O)C1C2CC/C=C\CC/C=C/CCC21 (stereo not drawn),18
Cc1c(C(=O)OC(C)C)sc(NC(=O)c2ccc([N+](=O)[O-])cc2Cl)c1C(=O)OC(C)C,-6
O=C(O)c1ccc(-c2nnc(-c3cccc(Br)c3)o2)cc1,16
Cc1noc(NS(=O)(=O)c2ccc(NC(=O)CCCOc3ccccc3)cc2)c1C,52
Cc1n[nH]c(=S)n(/N=C/c2ccco2)c1=O,-13
CCOCCOC(=O)c1ccc(NC(=O)c2ccco2)cc1,21
CC(C)CC(NC(N)=O)c1ccccc1 (stereo not drawn),-31
O=C1C=C(NCc2ccco2)C2(CCCCC2)O1,-3
CC1(C)CC(=O)C(/C=N/C(N)=O)=C(O)C1,-10
Cc1cccc2c(N=NC(=O)COc3cccc(Br)c3)c(O)n(C)c12,5
CC(C)NC(=O)CN(Cc1ccccc1)S(=O)(=O)c1ccccc1,-26
CCOc1ccc(NC(=O)C2C3/C=C\CCCCC32)cc1 (stereo not drawn),6
CCC(=NCCCn1ccnc1)c1c(C(F)(F)F)[nH]n(-c2nc3ccccc3s2)c1=O,-8
COc1ccc(CCN(C(=O)/C=C/C(=O)O)C2CC(=O)N(c3ccc(F)cc3)C2=O)cc1 (stereo not drawn),-18
O=C(COc1ccc(Cl)cc1Cl)NNC(=O)C1COc2ccccc2O1 (stereo not drawn),8
CC(=O)CCN(CCC(C)=O)CC1COc2ccccc2O1 (stereo not drawn),2
Cc1ccc(C(=O)O)cc1N1C(=O)c2ccc(C(=O)O)cc2C1=O,-50
COc1ccccc1OCCCCNC(C)(C)C,-79
COc1cccc(/C=C2\SC(=S)N(NC(=O)c3ccncc3)C2=O)c1,-14
# Later entries
SMILES,DUSP3 inh
COC(=O)C(NC(=O)C12CC3CC(CC(C3)C1)C2)C(C)C (stereo not drawn),-9
COC(=O)C1=NNC2C(=O)N(c3ccccc3C)C(=O)C12 (stereo not drawn),-38
Cc1ccc(-c2nc3ccc(Cl)cc3o2)cc1NC(=O)c1ccccc1F,-7
COc1cccc(NC(=O)c2ccc(CN(c3ccccc3)S(C)(=O)=O)cc2)c1,-36
COc1cccc(C(=O)N2CCN(Cc3ccc(OC)c(Br)c3)CC2)c1,-8
O=C(O)c1cccc(N2C(=O)C3C4C=CC(C4=C(c4ccccc4)c4ccccc4)C3C2=O)c1 (stereo not drawn),-5
O=C(O)COc1ccccc1C=C1C(=O)NC(=O)N(c2ccccc2F)C1=O,-8
COc1ccc(-c2[nH]ncc2C=O)cc1,-20
CC(=O)Nc1cccc(N2CCCC2=O)c1,-4
COc1cc2ccccc2cc1C(=O)Nc1cccc(-c2nc3ncccc3o2)c1,-3
COc1ccc(CNc2cccc(C)c2)cc1OC,1
COc1cccc(CN2CCN(C(=O)c3ccc(F)cc3)CC2)c1OC,27
Cc1cccc(NC(NC(=O)c2ccccc2Cl)C(Cl)(Cl)Cl)c1 (stereo not drawn),5
Cc1ccc(N2C(=O)CC(NCc3ccco3)C2=O)cc1 (stereo not drawn),7
Cc1cccnc1NC(=O)CCc1ccccc1,17
CCOc1ccccc1NC(=O)c1c(NC(=O)c2ccccc2Br)sc2c1CCC2,-10
O=C(Nc1ccccc1Cl)c1ccc(S(=O)(=O)N2CCOCC2)cc1,7
O=C1CCCCC1Oc1ccc2c(-c3ccccc3)cc(=O)oc2c1 (stereo not drawn),-6
CCOC(=O)c1c(C)sc(Sc2ccc(Cl)cc2[N+](=O)[O-])c1OC(C)=O,-9
COc1ccc(C2CC(=O)C3=C(C2)Nc2ccccc2NC3c2cccnc2)cc1OC (stereo not drawn),-5
O=C(c1ccc2c(c1)OCO2)N1CCN(Cc2ccccc2)CC1,-4
NS(=O)(=O)c1cccc(NC(=O)c2ccc(-c3ccccc3)cc2)c1,-5
Cc1ccc(OCC(=O)NCc2ccccc2Cl)c(C)c1,6
Cc1ccc(-c2cc(C(=O)N3CCN(c4cccc(Cl)c4)CC3)c3ccccc3n2)c(C)c1,-6
CC12CN3CC(C)(CN(C1)C3(C)c1ccccc1)C2=O (stereo not drawn),-4

# Two of the compounds above, with each value named.
SMILES: COc1cccc(NC(=O)c2ccc(CN(c3ccccc3)S(C)(=O)=O)cc2)c1
- DUSP3 inh: -36
SMILES: Cc1ccc(OCC(=O)NCc2ccccc2Cl)c(C)c1
- DUSP3 inh: 6

# Further entries follow:
SMILES,DUSP3 inh
Cc1cc(NC(=O)c2cc3n(n2)C(C(F)(F)F)CC(c2ccc(Cl)c(Cl)c2)N3)no1 (stereo not drawn),-23
Cc1ccc(/C(O)=C/c2nc3ccc(C)cc3oc2=O)cc1,-18
Cc1oc2ccc(OC(=O)c3cccs3)cc2c1C(=O)OC(C)C,9
CCOc1ccccc1/C=C(/NC(=O)c1ccccc1)C(=O)N(CC)CC,0
O=C(COc1ccc(Br)cc1)Nc1ccc(NC(=O)c2ccccc2)cc1,-4
CC(C)=CCCC(C)NC(=O)NC1CCCCC1 (stereo not drawn),-13
O=C(Nc1ccc2c(c1)OCO2)c1ccccc1[N+](=O)[O-],-12
CN=C(Nc1ccccc1OC)SC1CC(=O)N(c2ccc(C(=O)OC)cc2)C1=O (stereo not drawn),-2
CCOc1ccc(NC(=O)C2C(c3ccccc3)C2(Cl)Cl)cc1 (stereo not drawn),-43
O=C(CCCN1C(=O)c2cccc3cccc(c23)C1=O)OCc1ccc2c(c1)OCO2,1
O=[N+]([O-])c1ccc(Cl)c(/C=N/N2CCN(Cc3ccccc3Cl)CC2)c1,-10
CS(=O)(=O)N(Cc1ccc(C(=O)N2CCCCCC2)cc1)c1ccccc1,-37
COC(=O)c1cc(NC(=O)c2sc3cc(C)ccc3c2Cl)cc(C(=O)OC)c1,11
COc1ccc(C2(CC(=O)Nc3ccccc3C)C(=O)c3ccccc3C2=O)cc1,-6
O=C(Nc1ccc(Br)cc1)NC(c1ccccc1)c1ccccc1,2
COc1ccc2c(c1)CCC/C2=N\OC(=O)c1cc(OC)c(OC)c(OC)c1,-20
C/C(=N\NC(=O)c1cc(-c2ccccc2)n[nH]1)c1ccc(Br)cc1,8
CS(=O)(=O)Nc1nnc(SCC(=O)Nc2cccc([N+](=O)[O-])c2)s1,-5
CCOC(=O)C(C(=O)OCC)C(CC(=O)c1ccccc1)c1ccccc1 (stereo not drawn),-14
O=C(O[C@H]1CCN(C(=O)c2ccccc2)[C@@H]2CCCC[C@H]12)c1ccccc1,-8
C/C(=N\NC(=O)c1cccc(Cl)c1)c1ccccc1O,-4
Cc1cccc(OCCOCCN2CCC(C)CC2)c1,-16
CCOC(=O)c1ccc(NC(=O)/C=C/c2ccc(OC)cc2)cc1,-31
O=C(Nc1ccc(F)c([N+](=O)[O-])c1)c1cc(I)ccc1Cl,5
O=C(O)C(Cc1ccccc1)N1C(=O)/C(=C/c2cccc(Br)c2)SC1=S (stereo not drawn),-14
# The list goes on.
SMILES,DUSP3 inh
NS(=O)(=O)c1ccc2c(c1)C(=O)c1cc(S(N)(=O)=O)ccc1-2,-32
Cc1cnc2cc(Cl)c(Cl)cc2n1,-44
COc1ccc(OC)c(/C=C/C(=O)Nc2ccc(N(C)C)cc2)c1,-30
Cc1onc(-c2ccccc2Cl)c1C(=O)Nc1cccc(C(=O)O)c1,-12
CC(=O)c1cccc(NC(=O)c2cc(Cl)ccc2[N+](=O)[O-])c1,3
COc1ccc(C(=O)/C=C/Nc2ccccc2NS(=O)(=O)c2ccc([N+](=O)[O-])cc2)cc1OC,8
COCCNC(=O)c1ccc(CN(c2cccc(Cl)c2)S(=O)(=O)c2ccc(C)cc2)cc1,6
COc1ccc(OCC(=O)Nc2ccc(OC)c(OC)c2)cc1,-47
CC1=C(C)CC2C(=O)N(c3ccccc3[N+](=O)[O-])C(=O)C2C1 (stereo not drawn),-10
O=C1C(=O)N(Cc2ccccc2)C(c2ccc([N+](=O)[O-])cc2)/C1=C(/O)c1ccccc1 (stereo not drawn),-12
Cc1cc(/C=C2\SC(=S)NC2=O)c(C)n1C,24
COc1ccc(C(=O)/C=C/c2c(Cl)cccc2Cl)cc1,15
NS(=O)(=O)c1ccc(N=Cc2ccccc2)cc1,13
O=C1OC(c2ccccc2F)=N/C1=C\c1cccc2ccccc12,-6
COc1ccc(NC(=O)C2C3CCC(C3)C2C(=O)O)cc1OC (stereo not drawn),7
Cc1csc(NC(=O)CCC2CCCC2)n1,8
COc1cc2ccccc2cc1C(=O)Nc1ccc(N2CCOCC2)cc1,2
CCOC(=O)c1sc(NC(=O)/C=C/c2cccc([N+](=O)[O-])c2)c(C(=O)OCC)c1C,-3
COc1cc(NC(=O)c2cc3nc(-c4ccc5c(c4)OCO5)cc(C(F)(F)F)n3n2)c(OC)cc1Cl,-7
COc1ccc(CNC(=O)C(=O)Nc2ccc(Br)cc2)cc1,-4
O=C(COc1cccc(Cl)c1)N/N=C/c1cc(Br)cc(I)c1O,-35
CCOC(=O)c1c(NC(=O)c2ccccc2C)sc(C(=O)Nc2ccccc2OC)c1C,-2
C=CCN1C(=O)/C(=C\c2ccc(OCCOc3cccc(OC)c3)cc2)SC1=S,-19
O=[N+]([O-])c1ccc(CN2CCN(S(=O)(=O)c3ccc(Cl)cc3)CC2)cc1,9
Cc1cc(C=C2C(=O)N(C)C(=O)N(C)C2=O)c(C)n1-c1ccc([N+](=O)[O-])cc1,-6
# (cont.)
SMILES,DUSP3 inh
O=S(=O)(Nc1ncccc1O)c1ccc(Cl)cc1,-10
CC1=C(C(=O)OCC2CCCO2)C(c2cccc(C(F)(F)F)c2)C2=C(CC(C)(C)CC2=O)N1 (stereo not drawn),-6
COCCNCCOc1ccc(F)cc1,-12
COc1ccc(-n2c(C)nc(N)c2C(=O)c2ccccc2)cc1,-3
O=C(CCCN1C(=O)c2cccc3cccc(c23)C1=O)NCc1cccnc1,-4
COc1ccccc1N(C=NC#N)CC#N,0
COc1ccc(C2NC(=S)NC(C)=C2C(=O)Nc2ccc(C)cc2)cc1OC (stereo not drawn),19
Nc1nc2ccccc2n1CCOc1ccc(F)cc1,1
CCCCC1CCC(C(=O)Nc2ncccn2)CC1 (stereo not drawn),-9
COc1ccc(OC)c(NC(=S)NC(NC(=O)c2ccc(Br)cc2)C(Cl)(Cl)Cl)c1 (stereo not drawn),-8
COc1ccc(OC)c(/C=C/C(=O)c2ccc(F)cc2)c1,-3
CCCOc1ccc(N2C(=O)CC(N3CCN(Cc4ccccc4)CC3)C2=O)cc1 (stereo not drawn),-20
O=C(COc1ccccc1)Nc1nc(-c2ccc3c(c2)Cc2ccccc2-3)cs1,-9
O=C1CC(c2ccccc2)CC(O)=C1C(C1=C(O)CC(c2ccccc2)CC1=O)c1ccc(O)c(O)c1 (stereo not drawn),50
CCOC(=O)c1ccccc1NC(=O)CN(c1ccc(C)cc1)S(=O)(=O)c1ccc(OCC)cc1,-25
Cc1ccc(S(=O)(=O)Nc2c(-c3ccccc3)c3cc(Br)ccc3[nH]c2=O)cc1,10
CCc1ccc(CN2CCN(C(=O)c3ccc(F)cc3)CC2)cc1,-12
COc1ccc(/C=C2N=C(/C=C/c3ccccc3)OC/2=O)cc1,-19
COc1ccc(/C=C(/C#N)C(N)=O)c2ccccc12,7
O=C(Cc1ccc(Br)cc1)N1CCN(c2ccccc2)CC1,-20
O=C(CN(c1ccccc1)S(=O)(=O)c1ccccc1[N+](=O)[O-])Nc1cccc(Cl)c1,-10
O=[N+]([O-])c1ccccc1N/N=C/c1ccccc1OCc1ccccc1,-14
COc1ccc(CC(=O)Nc2ccccc2NC(C)=O)cc1OC,-10
c1ccc2c(c1)nc(N1CCCCC1)c1nncn12,4
O=C(N/N=C/C(Br)=C/c1ccccc1)c1cc(-c2ccco2)[nH]n1,92
# (listing goes on)
SMILES,DUSP3 inh
C/C(=N/NC(=O)COc1cccc(Cl)c1)c1cccc([N+](=O)[O-])c1,-3
CC(=O)c1ccc(NC(=S)Nc2ccc(F)cc2)cc1,10
S=c1[nH]nc(COc2ccccc2)n1C1CCCCC1,1
CCCOC(=O)c1c(-c2ccccc2Cl)csc1N,40
O=C(NCCCc1ccccc1)c1cc2ccccc2oc1=O,-26
CCCCn1c(=O)c(C(=O)Nc2ccc(I)cc2)c(O)c2ccccc21,-48
C=CCn1c(-c2ccncc2)n[nH]c1=S,0
O=C1C=CC(=O)C(c2cc(Cl)ccc2Cl)=C1,90
